# ADAM17 inh = ADAM17 inhibition, QFRET primary screen | P78536 | actives 0.83% (n = 370,000) | AID 720648 | recombinant ADAM17, EDANS/DABCYL FRET peptide cleavage | inhibition, % at 6.95 µM;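 active = inhibition above the mean of compounds lying between control limits plus 3 SD, set per campaign, cut at about 8.5% in these data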;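 note: 0% = DMSO-only wells as the low control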
# hgDAF12 agonist = hgDAF-12 agonism, primary luciferase screen; activation, % at 6.8 µM; HEK293 GAL4-hgDAF12 UAS-luciferase reporter, agonist luminescence; normalized to butyrate control; actives 1.8% (n = 370,000); AID 687014;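 active = activation above a cutoff set at the mean of all screened compounds plus 3 SD, cut at about 10% in these data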;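 note: 0% = DMSO wells and 100% = sodium butyrate wells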
# hcDAF-12 act = activators of H. contortus DAF-12 nuclear receptor; HEK293 hcDAF-12 lit1-tk-luc reporter, luminescence; 0% DMSO, 100% Δ7-dafachronic acid; activation, % at 6.8 µM; actives 1.4% (n = 370,000);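 active = activation above the mean of all tested compounds plus 3 SD, cut at about 5.5% in these data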;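 note: 100% = response to 3 µM Δ7-dafachronic acid high control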
# HGIII-sPLA2 inh = Inhibits HGIII-sPLA2 liposome hydrolysis, primary screen. Q9NZ20. QFRET BODIPY PC-A2 liposome hydrolysis, fluorescence. inhibition, % at 12.2 µM. actives 0.56% (n = 370,000). AID 743126;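 active = inhibition above mean plus 3 SD of compounds lying within the high and low control bounds, cut at about 19% in these data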;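 note: 0% = median of test compound wells and 100% = no enzyme DMSO wells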
# ssDAF-12 act = activates DAF-12 receptor from parasite S. stercoralis; activation, % at 6.8 µM; HEK293 ssDAF-12/GRIP1 lit1-tk-luc reporter, luminescence; % of 3 µM dafachronic acid response; actives 1% (n = 370,000); AID 652126;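 active = activation above the mean over all tested compounds plus 3 SD, cut at about 0.9% in these data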;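 note: 0% = DMSO-only wells and 100% = 3 µM delta7-dafachronic acid wells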
# PLC-beta3 inh = inhibitors of human phospholipase C beta3. Q01970. Purified PLC-beta3, fluorogenic substrate, fluorescence. inhibition, % at 12.2 µM. actives 0.18% (n = 370,000). AID 720704; in the data active = inhibition above about 11%;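 note: 0% = median of compound wells on plate and 100% = full blocker control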
# FXN GAA850 act = frataxin GAA850 promoter activation. actives 0.56% (n = 360,000). activation, % at 6 µM. AID 540364. HEK293 lucGAA850 FXN promoter luciferase reporter, 24 h; percent of 10 µM SAHA response;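 active = activation above the average of all compounds screened plus 3 SD, cutoff fixed separately per campaign, cut at about 7.5% in these data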;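 note: 0% = DMSO wells and 100% = 10 µM SAHA wells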
# PLC-gamma1 inh = blocks human PLC-gamma1 enzyme activity | actives 0.84% (n = 370,000) | P19174 | inhibition, % at 12.2 µM | purified PLC-gamma1, fluorogenic substrate, fluorescence; in the data active = inhibition above about 9.5%
# Target sequence (P19174 whole entry, looked up): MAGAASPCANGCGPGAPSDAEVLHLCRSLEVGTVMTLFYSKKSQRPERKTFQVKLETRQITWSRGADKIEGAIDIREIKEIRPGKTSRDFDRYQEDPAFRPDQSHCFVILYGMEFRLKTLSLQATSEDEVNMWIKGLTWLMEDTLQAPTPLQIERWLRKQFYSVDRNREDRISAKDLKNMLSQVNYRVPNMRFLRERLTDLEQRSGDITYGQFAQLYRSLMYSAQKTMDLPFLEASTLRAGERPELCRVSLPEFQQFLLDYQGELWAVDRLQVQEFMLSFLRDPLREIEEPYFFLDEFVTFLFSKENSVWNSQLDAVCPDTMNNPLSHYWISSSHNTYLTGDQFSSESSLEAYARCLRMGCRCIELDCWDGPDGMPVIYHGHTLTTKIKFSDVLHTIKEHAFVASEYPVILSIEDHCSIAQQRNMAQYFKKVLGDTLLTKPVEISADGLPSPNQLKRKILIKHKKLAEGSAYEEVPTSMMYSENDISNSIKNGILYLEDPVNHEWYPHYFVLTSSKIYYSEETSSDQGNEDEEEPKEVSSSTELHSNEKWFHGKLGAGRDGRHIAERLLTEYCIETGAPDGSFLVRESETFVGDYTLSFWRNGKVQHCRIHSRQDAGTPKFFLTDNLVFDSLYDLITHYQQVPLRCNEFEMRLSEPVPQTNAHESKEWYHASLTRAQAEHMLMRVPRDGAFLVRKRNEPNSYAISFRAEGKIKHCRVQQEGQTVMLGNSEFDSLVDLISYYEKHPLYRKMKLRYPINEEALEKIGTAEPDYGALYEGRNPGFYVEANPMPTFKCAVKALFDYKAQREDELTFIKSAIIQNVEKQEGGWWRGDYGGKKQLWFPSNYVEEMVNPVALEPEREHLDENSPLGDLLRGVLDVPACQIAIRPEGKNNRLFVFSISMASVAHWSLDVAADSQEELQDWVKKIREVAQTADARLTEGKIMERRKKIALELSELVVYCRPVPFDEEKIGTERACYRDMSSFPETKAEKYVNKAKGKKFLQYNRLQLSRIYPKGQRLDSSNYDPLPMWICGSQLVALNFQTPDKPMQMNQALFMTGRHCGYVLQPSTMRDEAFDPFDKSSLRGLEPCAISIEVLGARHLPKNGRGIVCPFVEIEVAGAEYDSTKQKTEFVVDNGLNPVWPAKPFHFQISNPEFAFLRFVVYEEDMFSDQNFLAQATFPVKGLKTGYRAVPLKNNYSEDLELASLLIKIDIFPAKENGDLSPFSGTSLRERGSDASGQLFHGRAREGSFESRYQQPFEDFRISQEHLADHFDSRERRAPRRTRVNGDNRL
# ADAM10 inh = ADAM10 inhibition, QFRET primary screen; O14672; recombinant ADAM10, EDANS/DABCYL FRET peptide cleavage, 3 h; actives 0.62% (n = 370,000); AID 720582; inhibition, % at 7 µM;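 active = inhibition above a per-campaign cutoff equal to the mean of compounds falling between control-based bounds plus 3 SD, cut at about 20% in these data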;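 note: 0% = DMSO wells while the 100% control is not disclosed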
# DAX1 inh-1 = inhibitors of human orphan nuclear receptor DAX1 (NR0B1) | P51843 | inhibition, % at 6.75 µM | actives 0.99% (n = 340,000) | HEK293 Gal4-DAX1 luciferase reporter, luminescence | AID 504766;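 active = inhibition above the mean over all tested compounds plus 3 SD, cut at about 4.2% in these data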;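 note: 0% = DAX1-transfected cells with DMSO and 100% = empty-vector control cells with DMSO; inhibition shows as a rise in luminescence from relieved DAX1 repression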
# DAX1 inh-2 = inhibitors of DAX1 repression of SF-1 activated StAR promoter; inhibition, % at 6.8 µM; actives 1.1% (n = 370,000); HEK293T StAR-luciferase reporter, SF-1/DAX-1 repression relief; AID 652010;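 active = inhibition above the mean over all tested compounds plus 3 SD, cut at about 3.6% in these data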;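 note: 0% = DAX-1 cells with DMSO and 100% = cells lacking DAX-1 with DMSO; higher inhibition means more luminescence from relief of DAX-1 repression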
# Active calls of the source: *; i = inactive; . = not tested or not shown.
SMILES,ADAM17 inh,hgDAF12 agonist,hcDAF-12 act,HGIII-sPLA2 inh,ssDAF-12 act,PLC-beta3 inh,FXN GAA850 act,PLC-gamma1 inh,ADAM10 inh,DAX1 inh-1,DAX1 inh-2
CSCC[C@H](NC(=O)OC(C)(C)C)c1nnc(SCC=C(C)C)o1,2,-1.9,-0.4,6,-0.6,-1,0.6,0,5,-0.1,0.4
COc1ccc(C(CNC(=O)COc2ccccc2)N2CCOCC2)cc1 (centres undefined),-2,1.4,-0.9,-1,-1.4,-6,-0.3,2,0,0.7,-1.2
Cc1cc(C(=O)NNC(=O)c2ccc(Cl)c(S(N)(=O)=O)c2)c(C)o1,-2,-1.0,-1.2,1,-0.7,-1,0.3,1,-19,0.2,-0.1
CCCc1nn(-c2cc(Cl)ccc2OC)c2c1C(=O)CCC2,1,-1.0,0.1,-2,-1.6,5,-0.7,3,2,0.6,-0.2
COc1cccc(NC(=O)CSc2nnc(CNC(=O)c3ccccc3F)o2)c1,-3,-1.8,1.7,6,-0.6,-4,-0.2,1,-2,1.8,-0.3
CC(=O)N1CCOc2ccc(S(=O)(=O)NCc3ccc(C)cc3)cc21,1,2.2,-3.3,-1,-1.6,3,-1.3,-1,9,0.1,-2.0
COc1ccc(C(C)NC(=O)c2ccoc2C)cc1OC (centres undefined),-3,-1.6,-1.7,-7,-1.5,4,0.1,-2,2,0.5,1.7
O=c1c2c3c(sc2nc2n1CCCS2)CCCC3,-10,5.7,-0.4,1,-0.7,-4,1.7,-2,-19,1.4,0.2
Cc1ccccc1-c1cc(C(=O)NCc2cccc(C(F)(F)F)c2)n(CC2CC(c3cccnc3)=NO2)n1 (centres undefined),8,-0.7,-2.9,-25,-1.9,4,-2.6,6,12,-2.8,-1.0
Cc1ccc(S(=O)(=O)c2nc(NCCN(C)C)sc2Cl)cc1,-1,2.1,-0.7,-7,-1.5,3,-3.1,3,-7,-0.2,-0.9
CC(NC(=O)CSC1=NCCS1)c1ccccc1 (centres undefined),2,-0.5,-1.8,-3,-1.6,4,-0.9,4,0,0.8,-0.1
CC(=O)c1cccc(NC(=O)NCc2cccs2)c1,-5,1.1,-0.6,-2,-1.7,-8,1.3,-1,-11,0.3,-0.7
O=C(CN1CCOc2ccccc21)NC1CC1,-2,1.9,6.5*,0,2.1*,-6,0.0,-2,-15,2.8,0.6
CCOc1ccc(NC(=O)c2ccccc2-c2ccccc2C(=O)O)cc1,-6,7.0,1.7,17,0.3,-3,-1.1,3,-7,3.6,1.1
CCCNS(=O)(=O)c1cc(CN2C(=O)c3cccnc3C2=O)ccc1OC,-4,-0.5,-0.3,-1,-1.2,-5,2.9,2,-9,-0.8,0.1
CCOCCCn1c(=N)c(S(=O)(=O)c2ccccc2)cc2c(=O)n3cc(C)ccc3nc21,-36,2.2,-0.2,1,-0.8,-43,1.8,-27,-100,-1.6,-0.2
OCCOCCn1c(CCNc2nc(-c3ccc(F)cc3)cs2)nc2cc(C(F)(F)F)ccc21,-2,-1.9,-2.9,0,-1.4,1,0.1,-1,7,-1.0,-0.9
COc1ccc(CCNC(=O)N2CCOCC2)cc1,-3,-0.4,-0.5,0,0.0,1,0.8,3,-4,3.2,-0.2
COc1ccc(-c2cc(C(=O)N(C)Cc3ccc(F)cc3)c3ccccc3n2)cc1OC,-42,-3.1,-1.8,-22,-1.0,-433,0.1,-455,-142,-0.7,-2.1
Oc1ccc(C[C@H]2CN([C@@H](Cc3ccccc3)CN3CCCC3CN3C(=S)NC[C@@H]3Cc3ccccc3)C(=S)N2CC2CCCCC2)cc1 (some centres undefined),0,2.9,-1.8,-8,-0.6,2,.,4,3,.,0.5
CC1=C(C(N)=O)C(c2ccc(F)cc2)n2nc(CCCO)nc2N1 (centres undefined),3,-0.4,0.5,9,-1.0,0,2.5,5,-2,0.4,0.2
CCCCCCCCN1C(=O)[C@@H](CC(=O)N2CCC(c3ccccc3)CC2)C[C@@]2(C(=O)OC)C1=C[C@H](C1CCCC1)O[C@@H]2C,-1,-1.8,-1.8,1,-1.4,3,.,2,3,.,-0.4
Cc1ccc(C)c(CSC2=NCCN2C(=O)Cc2ccc([N+](=O)[O-])cc2)c1,5,-2.5,0.3,-58,-1.6,3,0.3,1,11,-0.1,-0.6
CCCc1nc(SCC(=O)Nc2ccc(S(=O)(=O)N(C)C)cc2)c2ccccc2n1,3,-3.0,-2.9,-9,-0.7,1,-2.9,4,7,-3.4,-0.5
CCOC(=O)C1=C(CC)Nc2ccccc2N=C1NC(=O)c1cccc(S(=O)(=O)N2CCCC2)c1,-2,0.3,-1.1,-1,-1.4,1,-2.1,-2,-2,0.2,-1.2
Nc1nc(SCC(=O)Nc2ccc([N+](=O)[O-])cc2Br)n[nH]1,-2,-2.9,-0.4,1,-1.4,-1,-0.1,0,-4,-0.2,-1.9
O=S(=O)(c1cccs1)N1CCN(Cc2cccc(F)c2)CC1,2,-2.2,-2.2,-9,-1.3,-3,0.0,-1,-2,0.8,-1.0
OCCNCc1ccc(OC2CCCC2)cc1,-1,0.0,-0.8,2,-1.2,2,-0.4,-1,-8,0.6,-0.8
Cc1ccccc1NC(=O)CCc1c(C)nn(-c2ccc(N3CCOCC3)nn2)c1C,2,1.0,0.1,5,-0.8,-18,-1.5,-8,-2,0.6,0.4
Cc1cccc(NC(=O)C2CC(=O)n3cnnc3S2)c1 (centres undefined),2,6.1,-1.5,-9,-1.0,-5,0.5,0,-3,1.0,-0.1
Cc1cccc(N(CC(=O)NCc2ccco2)C(=O)CNS(=O)(=O)c2ccc(F)cc2)c1,2,-0.7,-0.3,-20,-1.1,-6,-3.0,0,-2,-1.2,0.4
O=C(c1cnn(C(=O)c2ccc(O)cc2)c1)c1ccccc1O,-2,1.9,-0.4,-7,-1.4,-8,.,-1,-2,.,0.3
C=CCn1c(SCCOc2ccc(OC)cc2)nnc1C(C)NC(=O)c1ccc(OC)cc1 (centres undefined),-3,-0.4,-2.7,-2,-1.4,0,-0.1,-1,0,-0.8,-1.0
Cc1ccc(NC2=C(NCCO)C(=O)c3ccccc3C2=O)cc1,-6,4.5,5.0,-2,0.5,-3,5.0,1,-30,0.7,-0.4
CN(C)C(CNC(=O)c1ccc(NC(=O)c2cccs2)cc1)c1ccccc1 (centres undefined),-1,-0.3,-1.4,13,-1.1,-10,-0.5,1,4,0.8,-0.1
Cc1cc(C)c2c(N)c(C(=O)Nc3ccc([N+](=O)[O-])cc3)sc2n1,2,1.8,1.9,4,-0.3,-4,9.4*,3,9,0.2,1.0
FC(F)(F)c1nc(SCc2ccc(Cl)cc2Cl)n[nH]1,1,1.4,0.9,11,-1.0,-7,0.1,3,-2,-0.1,1.0
Cn1c(-c2ccc(F)cc2)cnc1SCC(=O)NNC(=O)Cc1ccccc1,-1,-1.1,-1.6,-1,-1.2,-6,0.7,-7,4,.,0.1
O=C(O)c1cc(S(=O)(=O)N2CCCCC2)ccc1F,-7,1.9,2.8,2,-1.5,0,1.4,-1,-1,3.1,-0.6
O=C(C1CCCN(S(=O)(=O)c2ccc(F)cc2)C1)N(Cc1cccs1)C1CC1 (centres undefined),0,-3.5,-2.4,-6,-1.8,5,1.0,0,8,-0.9,-1.6
COc1ccc(/C=N/NC(=S)Nc2cc(S(=O)(=O)N3CCOCC3)ccc2N2CCOCC2)cc1O,1,0.6,-1.9,-1,-1.5,-5,-0.7,-3,9,-0.1,-0.7
O=C(O)c1ccc2c(c1)C(=O)N(CCc1c[nH]c3ccccc13)C2=O,-3,2.5,5.8*,-31,0.5,-5,3.9,0,-6,0.8,0.5
O=C(NC(=S)Nc1ccccc1N1CCN(C(=O)c2ccccc2)CC1)c1cccs1,-3,-0.3,-0.3,1,-0.3,-3,0.1,-1,-3,-0.1,-0.3
COc1ccccc1N1C(=O)c2cccc3c(C(=O)O)ccc(c23)C1=O,2,0.2,-0.4,7,-1.4,1,1.2,3,-2,0.1,0.2
Cn1c(=O)c2c(nc(NC3CCCCC3)n2CC(O)COc2ccccc2)n(C)c1=O (centres undefined),2,-0.5,0.0,2,-1.2,7,1.3,1,0,0.4,-0.3
CCOc1cc(C(=O)Nc2cc(C)ccc2OC)ccc1OCC(=O)N1CCCCC1,-3,-4.2,-3.3,6,-1.8,-2,2.6,0,0,-1.9,-0.5
COc1ccc2c(c1)CCc1cn3ncc(C#N)c3nc1-2,i,1.5,-2.0,1,-2.0,i,2.4,i,i,-0.7,0.8
CSCCC(NC(=O)c1ccccc1Cl)C(=O)N1CCCCC1 (centres undefined),-6,-1.1,-0.4,13,-1.2,0,1.6,-1,-8,-1.0,0.6
O=CN(CCNc1ccccc1)c1ccccc1,-2,2.2,0.1,13,-1.4,-3,3.4,1,-17,-1.2,2.7
C[C@H](CO)N1C[C@H](C)[C@@H](CN(C)Cc2ccc(Oc3ccccc3)cc2)Oc2ccc(NC(=O)Cn3cnnn3)cc2C1=O,-3,3.0,-1.1,-45,-1.1,-7,-2.1,-3,-3,0.3,0.1
# Carrying on.
SMILES,ADAM17 inh,hgDAF12 agonist,hcDAF-12 act,HGIII-sPLA2 inh,ssDAF-12 act,PLC-beta3 inh,FXN GAA850 act,PLC-gamma1 inh,ADAM10 inh,DAX1 inh-1,DAX1 inh-2
COc1ccc(Cl)cc1-c1nc(SCC(=O)NC(C)C)n[nH]1,-4,-1.7,-2.3,-2,-2.0,-5,-0.8,0,-2,-0.8,-0.2
COc1ccc(OCC(=O)NNC(=O)c2ccc3c(=O)n4c(nc3c2)CCC4)cc1,-1,0.3,1.4,4,-1.0,-6,0.8,-1,71*,0.3,0.0
CCOCc1nnc(NC(=O)c2cc(Cl)ccc2OC)s1,-3,-0.2,-0.5,4,-0.8,-1,1.1,-1,-4,0.2,-0.3
CCOc1ccc(-n2c(SCc3cc(=O)oc4cc(C)c(C(C)C)cc34)nnc2-c2cccnc2)cc1,-2,2.7,1.7,-27,-1.6,2,-0.7,2,-4,1.5,0.2
CC(=C/c1ccccc1)/C=N/n1c(C)n[nH]c1=S,-3,2.5,-1.3,18,-1.3,-4,3.5,-2,-5,4.7*,0.1
COC(=O)C1C(=O)NCC1c1ccc(OC)cc1 (centres undefined),2,3.1,-0.8,6,-1.6,2,-0.2,2,-2,-0.6,-0.7
CCOC(=O)CNC(=O)N1CCC(CCOc2ccccc2)(C(=O)OCC)CC1,0,-0.4,-0.9,-1,-1.3,-7,1.2,1,3,-0.1,-0.3
COC(=O)C1CN(CCc2ccccc2)CCS(=O)(=O)N1Cc1ccc(Cl)cc1 (centres undefined),0,2.2,-0.8,-8,-1.4,0,.,0,-66,.,-0.4
N#Cc1nc(-c2cccs2)oc1N1CCOCC1,i,2.7,-0.1,6,-0.5,i,0.5,i,i,1.0,0.4

# Compounds were not picked by outcome; 6.9% or so of the library scored in one or more.
